Abeta yeast res: A-beta toxicity reversal in yeast; yeast expressing A-beta42, growth rescue, OD600, 48 h; response scale: 0% DMSO, 100% iron-clioquinol control; 410,000 tested, 0.063% active; Potency, µM (top dose mostly 46.1 µM), for inactives: at the top dose growth rescue, hits mostly activators; also: potency is read from the fitted curve at half-maximal effect; nearly all actives have a fitted effect of over 55% in size
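Growth rescue measured by 600 nm absorbance after 48 h yeast culture at 30 C with compound. Values normalized between DMSO and an equimolar ferric chloride plus clioquinol control.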
PLK1 PBD block: blocks phosphopeptide binding to human PLK1 polo-box domain | Potency, µM, without a hit: max response, negative = inhibition, most hits filed as inhibitors | Plk1 PBD binding of FITC phosphopeptide, fluorescence polarization | 360,000 tested, 2.8% active | AID 720504; also: potency is read from the fitted curve at half-maximal effect; series mostly up to about 57 µM; % is scaled to controls: 0 for no effect and ±100 for the full control effect; nearly all actives have a fitted effect of over 65% in size
Target sequence (P53350 whole entry, looked up, the tested form may be a part): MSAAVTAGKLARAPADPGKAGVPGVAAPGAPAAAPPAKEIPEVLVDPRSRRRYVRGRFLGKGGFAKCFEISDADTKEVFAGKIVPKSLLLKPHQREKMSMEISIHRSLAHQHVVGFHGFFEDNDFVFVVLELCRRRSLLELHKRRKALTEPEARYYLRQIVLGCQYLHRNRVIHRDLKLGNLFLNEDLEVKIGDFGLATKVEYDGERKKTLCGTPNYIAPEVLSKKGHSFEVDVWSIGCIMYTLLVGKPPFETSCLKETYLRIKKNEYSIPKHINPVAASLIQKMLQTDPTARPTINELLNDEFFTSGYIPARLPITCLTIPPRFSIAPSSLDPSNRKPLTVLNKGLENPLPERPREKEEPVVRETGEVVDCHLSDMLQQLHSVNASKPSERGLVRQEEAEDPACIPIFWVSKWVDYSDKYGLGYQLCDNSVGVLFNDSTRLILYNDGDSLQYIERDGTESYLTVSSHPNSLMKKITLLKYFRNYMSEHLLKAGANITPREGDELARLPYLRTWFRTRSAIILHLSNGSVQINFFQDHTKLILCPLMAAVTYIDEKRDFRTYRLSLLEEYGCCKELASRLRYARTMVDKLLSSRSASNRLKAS
FUS suppressor: suppressors of FUS proteinopathy in yeast; S. cerevisiae FUS-expressing, growth rescue, OD600, 24 h; Potency, µM (titrated, usually from 76.6 µM), for the others: at the top dose growth rescue (activation), most hits filed as activators; 390,000 tested, 0.24% active;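 also: potency is read from the fitted curve at half-maximal effect; plate controls were DMSO vehicle for no effect and reference control for full effect; nearly all actives have a fitted effect of over 55% in size; some results filed as inactive show a strong effect at the top dose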
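Cultures pregrown in 2.5% raffinose medium are shifted to minimal medium containing 2% galactose to express toxic FUS. Compounds are tested at several concentrations. After 24hr at 30C, growth is quantified at 600 nm absorbance.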
EPAC1 antag: blocks human EPAC1 exchange factor; Potency, µM (doses to about 115 µM), inactives show top-dose activity change, negative = inhibition, most hits filed as inhibitors; O95398; 360,000 tested, 0.14% active; EPAC1 GEF assay, Rap1b-BODIPY-GDP exchange fluorescence;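 also: potency is read from the fitted curve at half-maximal effect; plate controls were vehicle for no effect and positive control for full effect; nearly all actives have a fitted effect of over 50% in size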
WRN helicase inh: WRN helicase (human) inhibition | WRN helicase unwinding, fluorescent forked duplex, kinetic | Potency, µM (doses to about 114 µM), for the others: at the highest dose activity change, negative = inhibition, hits mostly inhibitors | 360,000 tested, 0.46% active; also: potency is read from the fitted curve at half-maximal effect; % is scaled to controls: 0 for no effect and ±100 for the full control effect; nearly all actives have a fitted effect of over 55% in size
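Fluorescence dequenching readout, ex 525 nm/em 598 nm, kinetic mode: forked duplex DNA (100 nM final) with adjacent fluorophore and quencher unwound by WRN (20 nM final) with 2 mM ATP. Compound preincubation 15 min, room temperature.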
PI5P4K alpha inh: PI5P4K alpha (human) kinase inhibition. AID 652105. PI5P4Kalpha enzyme, ADP-Glo luminescence, 60 min; hits give low values. max response, %. 330,000 tested, 1.2% active; active = max response of -50% or lower; inconclusive = between -30% and -50%; inactive = -30% or higher; also: value at the top dose of about 77 µM; % is scaled to controls: 0 for no effect and ±100 for the full control effect
Target sequence (P48426 whole entry, looked up): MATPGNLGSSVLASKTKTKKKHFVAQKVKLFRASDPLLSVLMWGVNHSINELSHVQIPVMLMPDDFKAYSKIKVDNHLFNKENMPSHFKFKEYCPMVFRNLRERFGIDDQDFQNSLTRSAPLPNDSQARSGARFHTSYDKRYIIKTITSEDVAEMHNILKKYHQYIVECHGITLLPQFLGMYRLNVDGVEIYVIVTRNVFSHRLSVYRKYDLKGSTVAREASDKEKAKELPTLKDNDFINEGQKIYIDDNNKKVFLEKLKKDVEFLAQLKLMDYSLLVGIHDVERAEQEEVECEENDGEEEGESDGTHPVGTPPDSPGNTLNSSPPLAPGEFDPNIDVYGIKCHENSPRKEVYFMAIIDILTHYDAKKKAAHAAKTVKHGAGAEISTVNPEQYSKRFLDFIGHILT
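Human PI5P4Kalpha with substrate in 0.038 M HEPES pH 7.4, 0.28 mM EGTA, 0.1% CHAPS, 5% DMSO; reaction started with 5 microM ATP (final), 60 min at room temperature. ADP formed read by ADP-Glo luminescence.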
IL-2 act: activates IL-2 in a cell-based reporter assay; IL-2 activation reporter assay, cell-based qHTS; stimulated with anti-CD3/CD4/CD28 beads; in transgenic mouse T cells; activation, % (series mostly up to about 46 µM); 360,000 tested, 0.065% active; AID 652025; in the data active = activation above about 50%; inconclusive = mostly about 30% to 49%; also: 0% is about no effect
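Readout is EGFP and DsRed signal by fluorescent plate cytometry after 18 h at 37 degrees C. Transgenic mouse T cells (750/well) received compound for 60 min before bead stimulation (anti-CD3, anti-CD4, anti-CD28); memory T cells served as non-tolerant control.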
EPAC1 agonist: agonists of human EPAC1 | EPAC1 agonist qHTS, biochemical assay; response scale: 100% = response to 6.5 mM cAMP | Potency, µM (titrated, usually from 154 µM), for the others: at the highest dose activation, actives largely listed as activators | 360,000 tested, 0.073% active; also: potency is read from the fitted curve at half-maximal effect; nearly all actives have a fitted effect of over 60% in size
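Multi-concentration qHTS readout: loss of Rap1B-bound BODIPY-GDP fluorescence driven by 100 nM EPAC1 with excess GDP (50 uM), monitored kinetically at room temperature; agonist response expressed relative to 6.5 mM cAMP.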
Numbers without * were called inactive; ? = inconclusive; . = not tested or not shown; [ ] = remark or other dose. Unless noted, calls follow the shape of the dose curve; as a rule, active = well fitted curve in the direction sought with a large enough effect; inconclusive = small, poorly fitted or top-dose-only effect, or another doubt; inactive = no such curve, though single readings can be large; an effect the other way counts as inactive or inconclusive.

| SMILES | Abeta yeast res | PLK1 PBD block | FUS suppressor | EPAC1 antag | WRN helicase inh | PI5P4K alpha inh | IL-2 act | EPAC1 agonist |
| --- | --- | --- | --- | --- | --- | --- | --- | --- |
| CCCC1=C(C(=O)OCC)C(/C=C/c2ccccc2)n2ncnc2N1 (centres undefined) | -7% | -7% | 4% | 8% | -3% | . | -2.0 | -1% |
| O=C(Nc1ccc2c(c1)CCC2)c1ccc(F)cc1 | -2% | -4% | 2% | 11% | -5% | 10 | 0.1 | 3% |
| Cc1ccc(SCC(=O)Nc2ncc(C)s2)cc1 | 26% | -9% | 3% | -2% | -9% | 0 | 0.0 | 7% |
| Oc1ccccc1C1=Nc2ccccc2N=C(c2cccs2)C1 | -14% | -4% | 25% | 2% | -4% | . | 3.1 | 10% |
| COc1ccc(C(=O)/C(C#N)=N/Nc2ccccc2[N+](=O)[O-])cc1 | -12% | -7% | -17% | -3% | -29%[57.1 µM] | -3 | -2.1 | -5% |
| Cn1ccc2c(N3c4ccccc4CCc4ccccc43)cc3c(c21)C1CCC3O1 (centres undefined) | -4% | -12% | 12% | -17% | 12% | -2 | -0.6 | 3% |
| CCOc1nc(C)ccc1-c1noc(-c2cccnc2)n1 | -5% | -1% | -6% | 9% | 11% | -5 | 0.7 | -7% |
| Cc1ccc2cc(CCNC(=O)c3ccc(S(=O)(=O)N4CCOCC4)cc3)c(=O)[nH]c2c1C | -10% | -4% | 24% | -16% | -5% | ? | 0.0 | 11% |
| Cc1ccc(N(C)S(=O)(=O)c2cccc(C(=O)Nc3ccc(N4CCOCC4)cc3)c2)cc1 | -12% | ? | ? | -12% | -2% | -3 | -0.5 | 21% |
| Clc1ncn(C23CC4CC(CC(C4)C2)C3)n1 | 21%[9.22 µM] | 1% | -44% | 3% | -6% | 0 | 0.6 | -10% |
| Cc1nc(SCc2nc3ccc(F)cc3[nH]2)c2oc3ccccc3c2n1 | -3% | . | 5% | 3% | . | . | -1.3 | -3% |
| CC(C)c1c(C(=O)N/N=C/c2ccoc2)nnn1-c1nonc1N | -1% | -1% | 5% | 1% | -7% | 0 | 0.9 | 4% |
| COc1ccccc1C(OC(=O)c1cccs1)C(=O)NCc1ccco1 (centres undefined) | 21% | -17% | ? | -11% | -28%[57.1 µM] | . | -1.9 | -1% |
| C#Cc1ccc(C(=O)NCc2ccc(N3CCCC3=O)cc2)cc1 | -8% | -8% | -10% | -11% | -13%[11.6 µM] | -28 | 1.2 | 13% |
| Cn1c(=O)c2c(ncn2CCOc2ccc(F)cc2)n(C)c1=O | -6% | -8% | 40% | 7% | 4% | -6 | 0.5 | 1% |
| CCN(C(=O)C1CCCN1S(=O)(=O)c1ccc2c(c1)n(C)c(=O)c(=O)n2C)c1ccccc1 (centres undefined) | -11% | -17% | 5% | -6% | 7% | -2 | -4.2 | 5% |
| O=C(COC(=O)CCC(=O)c1ccc(F)cc1)NCc1ccccc1Cl | -2% | -3% | 10% | -5% | -1% | 3 | 0.1 | 5% |
| CC(C)Cc1nc2sc3c(c2c(=O)n1N)CC(C(C)C)OC3 (centres undefined) | -27% | 17µM* | -1% | -2% | -1% | -3 | -2.4 | -3% |
| Cc1cccc(C(=O)Nc2cc(S(=O)(=O)N3CCOCC3)ccc2N2CCCC2)c1 | 14% | -3% | 6% | -4% | 6% | -1 | 0.1 | ? |
| Cc1ccc(C2(C)NC(=O)N(CC(=O)NCc3cccc(Cl)c3)C2=O)cc1 (centres undefined) | -11% | -1% | -2% | 4% | 3% | -6 | -2.9 | 5% |
| CCc1cc(=O)[nH]c(SCC(=O)Nc2ccc3c(c2)OCCO3)n1 | -7% | -10% | 4% | 0% | -12% | 0 | 1.0 | 2% |
| COc1cccc(CNC(=O)CCCc2c[nH]c3ccccc23)c1 | -12% | -15% | 9% | -12% | -1% | 2 | -2.1 | 8% |
| NC(=O)NO | -10% | 2% | -33% | 3% | 0% | 3 | 0.1 | -9% |
| COc1cccc(CNS(=O)(=O)c2c(C(=O)N3CCCCCC3)c(C)n(C)c2C)c1 | 1% | 27µM* | -15% | -16% | 5% | -13 | -1.5 | -2% |
| CC(C)C1Nc2c(C(=O)O)cccc2C(Nc2ccccc2C(=O)O)C1(C)C (centres undefined) | 15% | -15% | 7% | -23% | -21%[57.1 µM] | 0 | 0.0 | -4% |
| CC(C)=C(NC(=O)c1ccccc1)C(=O)Nc1cccc(C)c1 | -9% | -1% | 11% | 6% | 4% | -1 | -1.9 | -11% |
| COc1ccc(/C=N/NC(=O)C(=O)/C=C2\NC3(CCCC3)Cc3ccccc32)cc1 | 0% | -2% | ? | -8% | -6% | 6 | -1.6 | 13% |
| CCCCn1c(N)c(N(CC(C)C)C(=O)c2ccc(-n3c(C)ccc3C)cc2)c(=O)[nH]c1=O | -5% | -10% | 40% | 8% | 2% | -6 | 1.2 | -11% |
| CCOC(=O)c1sc(NC(=O)/C=C/c2cnn(CC)c2C)c(C(=O)OCC)c1C | -43%[inhibitor] | 13µM* | ? | 1% | -21% | . | -0.2 | -7% |
| O=C(Nc1ccc(Oc2nnc(-c3ccccc3)c3ccccc23)cc1)c1ccccc1 | -3% | -2% | 1% | -10% | -27%[57.1 µM] | 0 | -1.3 | -1% |

2 records picked at random from the list so far:
| SMILES | Abeta yeast res | PLK1 PBD block | FUS suppressor | EPAC1 antag | WRN helicase inh | PI5P4K alpha inh | IL-2 act | EPAC1 agonist |
| --- | --- | --- | --- | --- | --- | --- | --- | --- |
| CCCCn1c(N)c(N(CC(C)C)C(=O)c2ccc(-n3c(C)ccc3C)cc2)c(=O)[nH]c1=O | -5% | -10% | 40% | 8% | 2% | -6 | 1.2 | -11% |
| Cc1ccc2cc(CCNC(=O)c3ccc(S(=O)(=O)N4CCOCC4)cc3)c(=O)[nH]c2c1C | -10% | -4% | 24% | -16% | -5% | ? | 0.0 | 11% |

The list continues:
| SMILES | Abeta yeast res | PLK1 PBD block | FUS suppressor | EPAC1 antag | WRN helicase inh | PI5P4K alpha inh | IL-2 act | EPAC1 agonist |
| --- | --- | --- | --- | --- | --- | --- | --- | --- |
| Cc1c(NS(=O)(=O)c2cccc(C(=O)NCc3cccc(Cl)c3)c2)c(=O)n(-c2ccccc2)n1C | 3% | 3% | . | -6% | 1% | 0 | -1.3 | -6% |
| CCCOc1ccc(CCCN=C(N)N)cc1Cl | -2% | 0% | 3% | 5% | 1% | 7 | -0.6 | 5% |
| COc1ccc(C(=O)Nc2cccnc2)cc1C(=O)Nc1cccnc1 | 0% | ? | -24% | 8% | 2% | -5 | -0.4 | -17% |
| Cc1cccc(N(CC(=O)Nc2ccccc2-c2ccccc2)S(=O)(=O)c2ccccc2)c1C | 25% | -11% | . | ? | -24% | -1 | 0.8 | 9% |
| CCCCc1nnc(NC(=O)C2=COCCO2)s1 | -11% | 3% | -2% | -3% | 0% | -1 | -2.6 | -12% |
| COC(=O)N(NC(=O)C(O)(c1ccccc1)c1ccccc1)c1ccccc1 | 0% | -1% | . | 3% | 9% | -3 | 0.2 | 0% |
| COc1cccc(N2CC(C(=O)OC(C)C(=O)c3ccccc3)CC2=O)c1 (centres undefined) | 12% | 1% | 18% | 8% | 3% | . | -0.4 | -3% |
| CCc1ccccc1NC(=O)COc1cccc(-n2cnnn2)c1 | -4% | -7% | 34% | 11% | 0% | 6 | 0.3 | 8% |
| CCOC(=O)c1sc(=NC(=O)CCSc2ccccc2)n(C)c1C | 9% | 2% | 4% | -5% | 1% | 6 | -0.6 | -1% |
| CC(=O)c1ccc(S(=O)(=O)NC2CC(=O)N(c3ccc(C)cc3)C2)cc1 (centres undefined) | 11% | -7% | -4% | 7% | 6% | -4 | -3.0 | -8% |
| CCN(CC)CCCCCCCCOC(=O)c1cc(OC)c(OC)c(OC)c1 | -24% | -13% | -8% | 9% | 4% | -2 | 0.0 | -1% |
| Cc1cccc(C(=O)OCC(=O)N2CCN(C(=O)c3ccco3)CC2)c1O | 9% | -3% | 0% | 7% | 3% | -4 | 0.4 | -2% |
| CC(C)=CCc1c([C@@H]2CCc3ccc(O)cc3O2)cc2c(c1O)OC(C)(C)C=C2 | -12% | -5% | ? | -16% | -3% | -26 | 0.2 | -14% |
| CC12C(=O)N(c3ccccn3)C(=O)C1C1C=CC2C1 (centres undefined) | -16% | 30µM* | -8% | -15% | 0% | 1 | 3.7 | 3% |
| COc1cc(OC)cc(C(=O)N[C@H](C(=O)Nc2nc(-c3ccc(OC)c(OC)c3)cs2)C(C)C)c1 | 10% | 0% | ? | -2% | -10% | 4 | 0.1 | -9% |
| O=C(Nc1cccs1)NC1CCCC1 | 7% | -11% | 0% | 9% | -4% | -4 | -0.2 | 6% |
| CC(C)[C@H](NC(=O)c1ccccc1)C(=O)OCC(=O)c1ccc(S(=O)(=O)N2CCCCC2)cc1 | 9% | 0% | . | 2% | -7% | -14 | 0.0 | 2% |
| C=CCC[C@@H](Cc1ccc(F)cc1)C(=O)OC[C@H](Cc1c[nH]c2ccccc12)NC(=O)[C@@H](CC=C)CC(=O)N[C@H](CO)Cc1ccccc1 | 6% | -8% | -4% | -20% | 6% | 0 | -0.4 | -30% |
| CC(/C=N/n1c(-c2cc(C)[nH]n2)n[nH]c1=S)=C\c1ccccc1 | 8% | -9% | 8% | -4% | -17%[57.1 µM] | 6 | -2.1 | -9% |
| COc1ccc(C(=O)N(c2ccc(OC)cc2)S(=O)(=O)c2cccs2)cc1 | -6% | -9% | -11% | -1% | -7% | 0 | 0.3 | 16% |
| CC(C)(C)c1ccccc1OCCCCN1CCCC1 | 22% | -1% | -3% | 8% | 3% | -1 | -0.9 | -11% |
| CC(=O)O/N=C/c1c(NCc2ccccc2)nc2c(C)cccn2c1=O | -10% | -7% | -4% | 0% | 3% | 0 | -2.0 | 16% |
| O=C(COc1ccc(Cl)cc1)NC1CCSC1=O (centres undefined) | 8% | -1% | 8% | 1% | -2% | -7 | 0.0 | 0% |
| O=S1(=O)C[C@@H](N2CC[C@@H](O)C2)[C@H](COCc2ccccc2)N1 | -14% | -3% | -31% | -14% | 1% | 0 | -0.2 | -10% |
| COc1cc(NC(=O)C/C(C)=N/NC(=O)c2cccc(O)c2)c(OC)cc1Cl | -2% | -5% | . | -8% | -29% | -7 | -3.0 | 9% |
| CC1Cc2ccccc2N1C(=O)COC(=O)c1ccc(Br)o1 (centres undefined) | 22% | -7% | 6% | -12% | -12% | 6 | -2.4 | 0% |
| CC1CCCCC1NC(=O)c1cncc(Br)c1 (centres undefined) | 15% | 0% | -7% | 11% | -6% | 0 | -0.5 | 4% |
| Cc1ccc(C(=O)N/C(=C\c2ccco2)C(=O)NCCN2CCOCC2)cc1 | 1% | -5% | -1% | -14% | -29% | -16 | -1.6 | 2% |

Screening results (PubChem BioAssay)
